Screening data (PubChem BioAssay)
APJ ag: activates the human apelin receptor APJ; P35414; CHO-K1 APJ PathHunter beta-arrestin, luminescence; 0% DMSO wells, 100% apelin; activation, % at 20 µM; 330,000 tested, 0.11% active; AID 2520;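 active = activation more than six SD over the plate average, tested at 20 µM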;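 note: 0% = DMSO alone and 100% = apelin-13 at 10 nM; some results filed as inactive read as strong as hits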
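Assay system: CHO-K1 APJ beta-arrestin complementation cell line / Compound: single test compound dose, 20 µM final, 1% DMSO / Times: overnight seeding, 90 min compound at 25 °C, 1 h detection / Technique: beta-gal luminescence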
APJ antagonist: antagonists of human APJ apelin receptor. AID 2521. 330,000 tested, 0.32% active. inhibition, % at 20 µM. CHO-K1 APJ beta-arrestin complementation, luminescence;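 active = inhibition above about 40% at 20 µM, limit read from the data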;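 note: cells challenged with 10 nM apelin-13 agonist together with compound; plate controls were apelin-13 plus DMSO wells for no effect and DMSO wells lacking apelin-13 for full effect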
EBI2 block: antagonists of human EBI2 receptor; P32249; EBI2 beta-arrestin recruitment, luminescence, 7a,25-OHC stimulated; inhibition, % at 5 µM; 360,000 tested, 0.81% active; AID 651636; in the data active = inhibition above about 38%;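 note: enzyme fragment complementation signal reports receptor beta-arrestin coupling in cells; 0% = agonist plus DMSO wells and 100% = wells without agonist; some results beyond the cut were filed as inactive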
ATG4B inhibitor: inhibitors of human ATG4B cysteine protease; 340,000 tested, 0.51% active; ATG4B cleavage of LC3-PLA2, NBD-HPC fluorescence, 1 h; inhibition, % at 8.33 µM; Q9Y4P1; in the data active = inhibition above about 40%
Target sequence (Q9Y4P1 whole entry, looked up): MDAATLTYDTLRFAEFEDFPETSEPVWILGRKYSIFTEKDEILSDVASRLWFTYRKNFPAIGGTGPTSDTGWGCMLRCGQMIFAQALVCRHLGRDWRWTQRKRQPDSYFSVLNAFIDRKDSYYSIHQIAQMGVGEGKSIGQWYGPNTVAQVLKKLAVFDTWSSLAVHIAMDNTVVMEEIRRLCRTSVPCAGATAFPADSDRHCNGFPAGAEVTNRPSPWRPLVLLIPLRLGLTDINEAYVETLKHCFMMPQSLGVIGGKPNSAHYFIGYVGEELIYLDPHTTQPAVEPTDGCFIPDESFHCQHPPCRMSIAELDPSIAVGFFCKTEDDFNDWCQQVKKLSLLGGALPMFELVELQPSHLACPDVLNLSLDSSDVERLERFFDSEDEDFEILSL
CCR6 antag: blocks CCL20-driven beta-arrestin recruitment at human CCR6; P51684; CHO-K1 CCR6 PathHunter beta-arrestin, luminescence, CCL20-stimulated; inhibition, % at 20 µM; 340,000 tested, 0.49% active;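 active = compounds whose inhibition of the agonist-driven luminescence signal at 20 µM reaches about 50%, limit read from the data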;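 note: cells stimulated with CCL20 at 14 nM final; plate controls were DMSO with CCL20 for no effect and DMSO without agonist for full effect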
Target sequence (P51684 whole entry, looked up): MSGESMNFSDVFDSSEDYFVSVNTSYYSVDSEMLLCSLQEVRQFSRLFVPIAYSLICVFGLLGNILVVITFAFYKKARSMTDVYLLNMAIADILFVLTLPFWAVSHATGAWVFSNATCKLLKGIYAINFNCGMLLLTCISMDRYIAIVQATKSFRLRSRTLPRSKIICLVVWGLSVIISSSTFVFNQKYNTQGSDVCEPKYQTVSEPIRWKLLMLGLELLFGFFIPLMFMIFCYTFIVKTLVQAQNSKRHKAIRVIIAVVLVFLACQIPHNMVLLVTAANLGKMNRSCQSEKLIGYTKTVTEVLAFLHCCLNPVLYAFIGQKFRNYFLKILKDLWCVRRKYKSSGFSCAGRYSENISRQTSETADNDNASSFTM
CXCR6 block: inhibitors of human CXCR6 receptor. AID 602244. inhibition, % at 20 µM. 360,000 tested, 0.36% active. CHO-K1 PathHunter CXCR6 beta-arrestin, luminescence. O00574; in the data active = inhibition above about 34%, passing the limit was not always enough;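 note: antagonist mode with CXCL16 agonist at 10 nM final; 0% = 10 nM CXCL16 with DMSO and 100% = unstimulated wells without agonist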
UBC13 polyUb: human UBC13 polyubiquitination inhibition; inhibition, % at 20 µM; 330,000 tested, 0.47% active; P61088; AID 485273; UBC13 polyubiquitin chain formation, TR-FRET; in the data active = inhibition above about 45%, passing the limit was not always enough
Target sequence (P61088 whole entry, looked up): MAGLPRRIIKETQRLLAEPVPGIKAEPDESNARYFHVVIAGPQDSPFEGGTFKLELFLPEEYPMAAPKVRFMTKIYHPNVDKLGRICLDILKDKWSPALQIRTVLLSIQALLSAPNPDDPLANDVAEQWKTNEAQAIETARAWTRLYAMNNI
Gli-Sufu antag: antagonists of Gli-Sufu signaling | Sufu-KO-LIGHT fibroblasts, Gli luciferase reporter luminescence | 340,000 tested, 0.74% active | inhibition, % at 5 µM | AID 588413;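 active = inhibition above about 55%, limit read from the data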;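 note: 0% = DMSO-treated cells and 100% = wells with medium but no cells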
* hit, by the source's call; · = no result given. Compounds were not picked by outcome (roughly 3% active in at least one column).

no.	Structure	APJ ag	APJ antagonist	EBI2 block	ATG4B inhibitor
1	COc1ccc(OCc2cc(C(=O)NCCc3ccccc3)no2)c(Cl)c1	-1	-16	3	26
2	CC(=O)Nc1ccc(/C=C/c2nc3ccccc3o2)cc1	-2	8	16	-14
3	Nc1ccc(-c2cnc(-c3ccc(N)cc3)nc2)cc1	-3	0	4	-1
4	N#C/C(=C\c1c(N2CCCCCC2)nc2ccccn2c1=O)C(=O)NC1CCS(=O)(=O)C1 (stereo unspecified)	4	-7	-31	4
5	COc1cc(OC)cc(C(=O)NCC(=O)NC(C)c2ccccc2)c1 (stereo unspecified)	0	-2	-1	-3
6	CCC/C(O)=C1\C(=O)CC(C)(C)CC1=NCCO	0	11	-6	-10
7	Cc1oc2cc(OC(C)C(=O)O)ccc2c(=O)c1Oc1ccccc1 (stereo unspecified)	-3	-14	5	-4
8	CCCc1cc(=O)n2[nH]c(C)c(-c3ccccc3)c2n1	-1	9	9	0
9	Cc1ccc(S(=O)(=O)/N=C(/NC(=S)Nc2c(C)n(C)n(-c3ccccc3)c2=O)c2ccccc2)cc1	-1	-33	4	-4
10	Cc1ccccc1CN(C)CC(=O)Nc1c(C)cccc1C(C)C	1	-14	8	5
11	NS(=O)(=O)c1ccc(CNC(=O)c2ccc3ccccc3n2)cc1	1	-5	12	-7
12	C=CCn1c(Cc2ccc(OC)cc2)nnc1SCC(N)=O	-4	18	9	-3

no.	CCR6 antag	CXCR6 block	UBC13 polyUb	Gli-Sufu antag
1	10	0	-3	-8
2	14	-5	1	-94
3	-4	-18	-17	-104
4	3	-5	-7	-17
5	4	-9	-4	-8
6	7	-15	3	-4
7	-4	3	1	-27
8	-27	7	8	6
9	13	15	-2	5
10	13	4	2	10
11	5	-5	6	1
12	1	-2	0	-4

Part of the list above, with each value named:
3: Nc1ccc(-c2cnc(-c3ccc(N)cc3)nc2)cc1
  APJ ag: -3
  APJ antagonist: 0
  EBI2 block: 4
  ATG4B inhibitor: -1
  CCR6 antag: -4
  CXCR6 block: -18
  UBC13 polyUb: -17
  Gli-Sufu antag: -104
9: Cc1ccc(S(=O)(=O)/N=C(/NC(=S)Nc2c(C)n(C)n(-c3ccccc3)c2=O)c2ccccc2)cc1
  APJ ag: -1
  APJ antagonist: -33
  EBI2 block: 4
  ATG4B inhibitor: -4
  CCR6 antag: 13
  CXCR6 block: 15
  UBC13 polyUb: -2
  Gli-Sufu antag: 5
6: CCC/C(O)=C1\C(=O)CC(C)(C)CC1=NCCO
  APJ ag: 0
  APJ antagonist: 11
  EBI2 block: -6
  ATG4B inhibitor: -10
  CCR6 antag: 7
  CXCR6 block: -15
  UBC13 polyUb: 3
  Gli-Sufu antag: -4
7: Cc1oc2cc(OC(C)C(=O)O)ccc2c(=O)c1Oc1ccccc1 (stereo unspecified)
  APJ ag: -3
  APJ antagonist: -14
  EBI2 block: 5
  ATG4B inhibitor: -4
  CCR6 antag: -4
  CXCR6 block: 3
  UBC13 polyUb: 1
  Gli-Sufu antag: -27

Following part
no.	Structure	APJ ag	APJ antagonist	EBI2 block	ATG4B inhibitor
13	O=C(Cn1nnc(-c2cccs2)n1)NCc1cccs1	-2	-10	-5	10
14	O=C(CSc1nnc(-c2ccncc2)n1Cc1ccco1)Nc1nccs1	-2	5	-2	-9
15	CCOC(=O)c1cccc(NC(=O)CCNS(=O)(=O)c2ccc3c(c2)CCN3C(=O)CC)c1	2	2	-8	-11
16	Cc1cc(C)c([C@@H]2C[C@H]3CN(C4CCCC4)C(=O)[C@]34CCCN24)c(-n2cccn2)c1	-1	-4	6	-5
17	Cc1ccc2c(c1)NC(=O)C(CC(=O)Nc1ccc(CN3CCC(C)CC3)cc1)O2 (stereo unspecified)	-3	13	-6	-1
18	Cc1c(NC(=O)C2CCCNC2=O)c(=O)n(-c2ccccc2)n1C (stereo unspecified)	-1	-1	-3	-7
19	CC1(C)C(=O)Nc2ccccc2N1C(=O)CSc1nnc2c(Cl)cc(Cl)cn12	1	3	-7	7
20	Cc1nc(-c2nc(C(=O)NNS(C)(=O)=O)cs2)cs1	-4	-20	-7	-10
21	NC(=O)CSc1c[nH]c2ccccc12	1	6	-15	-7
22	C[C@@H](O)Cc1cn(CC(=O)NCCCCCCCCCCC(=O)N2CCNCC2)nn1	-4	21	1	14
23	O=C(Nc1nc2ccccc2[nH]1)c1cccc(S(=O)(=O)N2CCOCC2)c1	4	-23	2	-6
24	CCOC(=O)Nc1ccc2nc(N3CCCCCC3)sc2c1	-1	5	23	2

no.	CCR6 antag	CXCR6 block	UBC13 polyUb	Gli-Sufu antag
13	2	-20	-2	-9
14	-2	1	-7	4
15	0	3	7	-4
16	13	6	1	4
17	5	5	16	3
18	1	3	1	-4
19	3	-6	-1	-3
20	-4	2	-5	7
21	-2	-7	0	-11
22	-4	-10	24	-7
23	-14	1	-4	-16
24	9	-6	8	-81

Gathered by group, those above containing an NH in an aromatic ring
no.	Structure	APJ ag	APJ antagonist	EBI2 block	ATG4B inhibitor
8	CCCc1cc(=O)n2[nH]c(C)c(-c3ccccc3)c2n1	-1	9	9	0
21	NC(=O)CSc1c[nH]c2ccccc12	1	6	-15	-7
23	O=C(Nc1nc2ccccc2[nH]1)c1cccc(S(=O)(=O)N2CCOCC2)c1	4	-23	2	-6

no.	CCR6 antag	CXCR6 block	UBC13 polyUb	Gli-Sufu antag
8	-27	7	8	6
21	-2	-7	0	-11
23	-14	1	-4	-16

More compounds
no.	Structure	APJ ag	APJ antagonist	EBI2 block	ATG4B inhibitor
25	CCCOc1ccccc1/C=N/Nc1ccnc(=O)[nH]1	-3	11	-16	4
26	CCOC(=O)[C@H]1[C@H]2COc3cc(OC)ccc3[C@@H]2N2C(=O)N(c3ccc(Cl)cc3)C(=O)[C@@]12C	7	27	15	-3
27	Cc1ccc(NC(=O)COC(=O)C2COc3ccccc3O2)cc1 (stereo unspecified)	-4	-9	0	-28
28	NS(=O)(=O)c1ccc(NC(=O)CSc2nc3ccccc3[nH]2)cc1	-2	5	-14	-4
29	O=C(c1ccc(=O)[nH]c1)N1CCCc2ccccc21	0	-9	-12	1
30	CCOc1ccc(NC(=O)CN2C(=O)COc3ccc(S(=O)(=O)N4CCCCC4)cc32)cc1	-1	21	-4	-11
31	O=S(=O)(c1ccc(-c2ccccc2)cc1)N1CCCCC1	-3	15	1	8
32	O=C(O)c1ccc2c(c1)C(=O)N(c1ccccc1-c1ccccc1)C2=O	-3	12	12	0
33	CCOc1ccc(-c2nnc3ccc(SCC(=O)Nc4nc5ccccc5s4)nn23)cc1	-2	17	1	-21
34	O=C1CCN1C1(C(=O)NC2CCCCC2)CCCC1	1	11	-2	2
35	COc1ccccc1C(CNC(=O)CCNS(=O)(=O)c1ccc(Br)cc1)N1CCCC1 (stereo unspecified)	·	·	-17	-1
36	Cc1cccc(NC(=O)c2ccc(NC(C)c3ccccc3)c([N+](=O)[O-])c2)n1 (stereo unspecified)	-3	2	31	-3

no.	CCR6 antag	CXCR6 block	UBC13 polyUb	Gli-Sufu antag
25	8	-6	2	-13
26	2	3	-9	2
27	8	0	3	2
28	6	6	2	-6
29	3	6	-1	3
30	1	-7	-3	17
31	18	1	10	-3
32	-6	-5	3	8
33	13	0	3	11
34	18	4	5	0
35	4	-7	·	6
36	13	7	-7	15

(list continues)
no.	Structure	APJ ag	APJ antagonist	EBI2 block	ATG4B inhibitor
37	CSCC[C@H](NC(=O)OC(C)(C)C)C(=O)NCC1CCC(C(=O)N[C@@H](Cc2ccccc2)C(=O)O)CC1 (stereo partly specified)	0	-11	-11	-5
38	O=C(CNC(=O)C1CCCCC1)NC1=NCCS1	4	6	-16	7
39	CCCC(=O)Nc1ccc(Cl)c(NC(=O)c2ccc([N+](=O)[O-])cc2Cl)c1	4	-17	-11	15
40	COc1ccccc1NC(=O)C(=O)NCC(c1ccco1)N1CCc2ccccc2C1 (stereo unspecified)	-1	10	6	6
41	COc1ccc(C/C(C)=N/NC(=O)c2ccc(C)cc2C)cc1	-2	9	11	-6
42	CC(=O)n1c(-c2ccccc2)c(-c2ccccc2)n(C)c1=O	2	11	-11	-1
43	Cn1c(COc2ccc3ccccc3c2)nnc1SCC(=O)OC1CCCCC1	-2	-4	26	-11
44	CCOc1ccccc1-n1c(SCC(=O)N2CCCC2)nnc1-c1ccc(O)cc1	1	15	-9	-13
45	COC(=O)CCC(=O)c1oc2ccc(OC)cc2c1N	-1	-17	1	-13
46	O=C(Nc1ccccc1C(=O)N1CCOCC1)c1cccnc1	2	12	-7	-10
47	COc1cc(C2Nc3ccccc3NC3=C2C(=O)CC(c2ccc(OC)c(OC)c2)C3)ccc1O (stereo unspecified)	-1	0	2	-5
48	Cc1cccc(CCNC(=O)C2CCN(S(=O)(=O)N3CCOCC3)CC2)c1	5	15	0	-8

no.	CCR6 antag	CXCR6 block	UBC13 polyUb	Gli-Sufu antag
37	2	4	-2	8
38	3	-4	3	3
39	-10	-14	-4	-10
40	16	-2	4	-4
41	6	-7	2	-2
42	5	9	7	11
43	6	0	4	0
44	5	2	10	2
45	1	2	-5	5
46	0	-2	4	4
47	3	-2	-6	-39
48	10	1	8	-3

Later entries:
no.	Structure	APJ ag	APJ antagonist	EBI2 block	ATG4B inhibitor
49	O=C1NC(=S)SC1=C1CCCCCC1	-4	17	-2	-15
50	COc1ccccc1NS(=O)(=O)c1c(C)[nH]c(C)c1C(=O)N1CCCC1	-1	-5	-7	-4
51	O=C1CC(c2ccccc2)N1c1ccccc1 (stereo unspecified)	-2	2	9	9
52	Cc1ccc(S(=O)(=O)CNC(=O)c2ccccc2)cc1	0	14	-2	-3
53	S=C(CN1CCCC1=S)N1CCOCC1	-3	8	1	-13
54	OCCNc1nc(N2CCN(Cc3ccccc3)CC2)nc2ccccc12	1	6	11	-20
55	CC1CN(C(=O)c2ccccc2C(=O)c2ncc[nH]2)CC(C)O1 (stereo unspecified)	-4	-30	-13	-5
56	CCCc1nc2c(c(=O)c3ccccc3n2C)c(=O)n1-c1cc(C)cc(C)c1	0	23	-4	-5
57	CCn1c(C)nc2cc(C(=O)OC)ccc21	-2	-14	-14	9

no.	CCR6 antag	CXCR6 block	UBC13 polyUb	Gli-Sufu antag
49	51*	5	1	1
50	21	1	-2	-9
51	-2	3	6	-2
52	-3	2	-7	5
53	-10	-2	4	7
54	10	0	4	16
55	-8	0	-9	2
56	20	10	6	-5
57	1	-8	-1	-15
